M4 ag – agonists of human muscarinic M4 receptor (CHRM4); P08173; CHO-K1 hM4/Gqi5, Fluo-8 calcium fluorescence; vehicle 0%, full acetylcholine response 100%; activation, % at 3 µM; 360,000 compounds, 0.14% hits;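 active = activation above the run mean over all test wells plus 3 SD, cut at about 32% in these data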;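 also: peak over basal fluorescence ratio per well then scaled between controls; 0% = DMSO wells and 100% = acetylcholine at EC100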
Target sequence (P08173 whole entry, looked up): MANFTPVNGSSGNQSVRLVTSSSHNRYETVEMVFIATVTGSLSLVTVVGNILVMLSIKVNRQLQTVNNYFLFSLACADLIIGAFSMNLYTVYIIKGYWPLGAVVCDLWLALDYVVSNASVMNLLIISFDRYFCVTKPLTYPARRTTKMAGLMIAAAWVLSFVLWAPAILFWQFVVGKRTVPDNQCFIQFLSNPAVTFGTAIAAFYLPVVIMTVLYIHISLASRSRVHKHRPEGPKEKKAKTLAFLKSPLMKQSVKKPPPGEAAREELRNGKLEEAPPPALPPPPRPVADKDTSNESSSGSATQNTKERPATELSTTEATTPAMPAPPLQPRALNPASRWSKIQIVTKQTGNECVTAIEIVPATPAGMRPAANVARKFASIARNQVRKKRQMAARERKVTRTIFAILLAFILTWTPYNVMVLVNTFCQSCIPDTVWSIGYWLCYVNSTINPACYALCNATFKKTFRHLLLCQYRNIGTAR
CHRM5 agonist – CHRM5 agonism in calcium assay; P08912; CHO-K1 hM5 cells, Fluo-8 calcium fluorescence; 0% DMSO wells, 100% maximal acetylcholine response; activation, % at 3 µM; 360,000 compounds, 0.19% hits; AID 624037;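 active = activation above the run's mean over test compounds plus 3 SD, cut at about 23% in these data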;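 also: signal is peak over basal fluorescence ratio across the kinetic read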
Target sequence (P08912 whole entry, looked up): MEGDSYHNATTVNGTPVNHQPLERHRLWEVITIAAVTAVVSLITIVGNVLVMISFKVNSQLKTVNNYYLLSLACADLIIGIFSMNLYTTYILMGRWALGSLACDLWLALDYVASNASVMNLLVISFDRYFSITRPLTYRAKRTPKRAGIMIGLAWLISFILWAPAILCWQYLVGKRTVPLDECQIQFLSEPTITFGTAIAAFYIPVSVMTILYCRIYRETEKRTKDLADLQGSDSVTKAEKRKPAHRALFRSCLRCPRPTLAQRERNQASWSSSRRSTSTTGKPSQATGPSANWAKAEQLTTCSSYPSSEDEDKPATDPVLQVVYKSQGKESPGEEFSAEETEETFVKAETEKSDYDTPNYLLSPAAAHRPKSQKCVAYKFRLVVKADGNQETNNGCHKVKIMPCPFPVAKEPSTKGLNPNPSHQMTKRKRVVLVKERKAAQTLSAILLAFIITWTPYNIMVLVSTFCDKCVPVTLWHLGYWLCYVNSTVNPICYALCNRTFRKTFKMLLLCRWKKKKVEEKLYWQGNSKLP
M4 PAM – CHRM4 positive allosteric modulation; CHO-K1 hM4/Gqi5, Fluo-8 calcium fluorescence, ACh EC20; 0% = ACh EC20, 100% = maximal ACh; activation, % at 3 µM; 360,000 compounds, 0.4% hits; AID 624126;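 active = activation above its plate's cutoff, the mean activation of sample wells plus 3 SD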; also: some results filed as inactive read as strong as hits
CHRM5 antagonist – antagonists of human muscarinic M5 receptor (CHRM5). CHO-hM5 cells, Fluo-8 calcium fluorescence, ACh EC80. inhibition, % at 3 µM. P08912. AID 624040. 360,000 compounds, 0.59% hits;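 active = inhibition above a per-plate cutoff, the mean of that plate's test compounds plus 3 SD, cut at about 27% in these data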;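 also: 0% = acetylcholine EC80 with DMSO and 100% = DMSO without agonist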
CHRM5 PAM – potentiates acetylcholine response at human M5 receptor | activation, % at 3 µM | P08912 | AID 624038 | CHO-K1 hM5, Fluo-8 calcium, ACh EC20 PAM; 0% = ACh EC20, 100% = ACh EC100 | 360,000 compounds, 0.3% hits;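 active = activation above the run cutoff, the mean activation of all test compounds plus 3 SD, cut at about 18% in these data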
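System: CHO-K1 hM5 cells. Reagent: acetylcholine, EC20 level. Compound dosing: single dose, 3 µM nominal final test concentration. Timing: Post-acetylcholine fluorescence recording 140 s. Detection: Fluo-8 calcium fluorescence. Read-out: % activation, ACh-normalized. Benchmarks: ACh EC20 and EC100 wells. Repeats: singlicate, one well per test compound.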
CHO-K1 Ca ag – M1 agonist counterscreen hit in parental CHO-K1 cells; Fluo-8 calcium fluorescence; scaled to maximal ATP response, vehicle zero; activation, % at 3 µM; 360,000 compounds, 0.48% hits; AID 602248; in the data active = activation above about 15%;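 also: untransfected CHO-K1 host cells lacking M1 receptor as counterscreen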
M1 PAM parental – M1 PAM counterscreen hit in parental CHO-K1 cells. ATP EC20, Fluo-8 calcium fluorescence; 0% at ATP EC20, 100% at ATP max. activation, % at 3 µM. 360,000 compounds, 0.02% hits. AID 602247;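 active = activation above the run cutoff, the mean activation of all test compounds plus 3 SD, cut at about 40% in these data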;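 also: peak over basal fluorescence ratio in a 140 s read after ATP addition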
CHO-K1 Ca antag – nonselective inhibitor or artifact in parental CHO-K1 cells. ATP-induced calcium, Fluo-8 fluorescence. inhibition, % at 3 µM. 360,000 compounds, 0.6% hits. AID 602250;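 active = inhibition above a per-plate cutoff, the plate's mean sample inhibition plus 3 SD, cut at about 24% in these data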;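 also: 0% = DMSO plus EC80 ATP and 100% = DMSO alone without ATP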
M4 antag – antagonists of human muscarinic M4 receptor (CHRM4) | P08173 | 360,000 compounds, 0.73% hits | inhibition, % at 3 µM | CHO-hM4 cells, ACh EC80, Fluo-8 calcium fluorescence;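 active = inhibition above its plate's cutoff, the mean inhibition of sample wells plus 3 SD, cut at about 27% in these data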;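 also: 0% = acetylcholine EC80 with DMSO and 100% = DMSO without agonist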
* hit, by the source's call. This is a random part of the collection; about 2.7% have a hit in one of these screens.

SMILES | M4 ag | CHRM5 agonist | M4 PAM | CHRM5 antagonist | CHRM5 PAM | CHO-K1 Ca ag | M1 PAM parental | CHO-K1 Ca antag | M4 antag
O=C(O)c1ccccc1C(=O)N1CCN(Cc2ccc3c(c2)OCO3)CC1 | 1 | -4 | 7 | 6 | 1 | 0.3 | 23 | -8 | -1
COc1ccc(C(=O)Oc2ccc3c(c2)OCO3)cc1OC | 0 | 0 | -4 | 0 | -3 | 0.4 | 2 | -1 | 6
O=S(=O)(NCc1ccccc1F)NCc1ccccc1F | 0 | 0 | 1 | -2 | -2 | 0.5 | 18 | -12 | -1
C/C(=N\NC(=O)CSc1ncccn1)c1ccc2c(c1)OCCO2 | 1 | 2 | 1 | 2 | 2 | 1.7 | 22 | -21 | -1
Cc1cc(NC(=O)COc2ccc(C(C)(C)C)cc2)no1 | 0 | -4 | -2 | 8 | -5 | 8.5 | 2 | 7 | 2
C[C@H](CO)N1C[C@H](C)[C@@H](CN(C)Cc2ccc(C(=O)O)cc2)Oc2c(NS(=O)(=O)c3cn(C)cn3)cccc2C1=O | 1 | 5 | 10 | -7 | 17 | -0.1 | -9 | -13 | 4
CC(NCc1cccc(OCc2ccccc2)c1)C(O)c1ccccc1 (stereo unspecified) | 10 | 8 | -11 | 10 | -1 | 2.9 | 3 | -3 | 3
O=C(NCc1ccc(C(F)(F)F)cc1)C1CC(c2ccccc2[N+](=O)[O-])=NO1 (stereo unspecified) | 4 | 6 | 2 | -5 | 1 | -0.5 | -1 | 4 | 4
CCCCn1c(CCNC(=O)c2ccco2)nc2ccccc21 | 3 | 1 | -7 | -18 | 5 | 0.8 | -16 | 7 | 0
O=C(C[C@@H]1C/C=C\CCC(=O)OC[C@H](Cc2ccccc2)NC1=O)N[C@@H](CO)Cc1ccccc1 | 1 | 0 | -4 | 13 | -1 | 0.1 | -15 | 3 | 4
O=C(CSc1nnc(CSc2nc3ccccc3s2)o1)NC1CCCCC1 | 0 | -3 | 1 | 1 | -4 | 1.2 | 16 | -9 | 11
COc1ccc(OC)c(-n2c(N)c(C(=O)NCC3CCCO3)c3nc4ccccc4nc32)c1 (stereo unspecified) | 11 | 0 | 0 | 3 | 2 | 4.3 | 10 | -8 | 1
O=C(NC1Cc2ccccc2C1)c1cc(COc2ccc(F)cc2Cl)on1 | 1 | 0 | 3 | -1 | -1 | 0.3 | -8 | 1 | -13
COC(=O)c1ccc(/C=C2/SC(=S)N(CCCC(=O)Nc3ccccn3)C2=O)cc1 | 2 | 2 | -5 | 8 | -5 | 0.3 | -12 | 6 | 4
CCc1cc(C(=O)NC2CCCN(Cc3ccccc3F)C2)n(C)n1 (stereo unspecified) | 12 | 5 | -4 | -2 | -7 | 12 | 12 | 15 | 1

No new results follow: an excerpt of the list.
SMILES | M4 ag | CHRM5 agonist | M4 PAM | CHRM5 antagonist | CHRM5 PAM | CHO-K1 Ca ag | M1 PAM parental | CHO-K1 Ca antag | M4 antag
COc1ccc(C(=O)Oc2ccc3c(c2)OCO3)cc1OC | 0 | 0 | -4 | 0 | -3 | 0.4 | 2 | -1 | 6
O=S(=O)(NCc1ccccc1F)NCc1ccccc1F | 0 | 0 | 1 | -2 | -2 | 0.5 | 18 | -12 | -1
C/C(=N\NC(=O)CSc1ncccn1)c1ccc2c(c1)OCCO2 | 1 | 2 | 1 | 2 | 2 | 1.7 | 22 | -21 | -1
Cc1cc(NC(=O)COc2ccc(C(C)(C)C)cc2)no1 | 0 | -4 | -2 | 8 | -5 | 8.5 | 2 | 7 | 2
C[C@H](CO)N1C[C@H](C)[C@@H](CN(C)Cc2ccc(C(=O)O)cc2)Oc2c(NS(=O)(=O)c3cn(C)cn3)cccc2C1=O | 1 | 5 | 10 | -7 | 17 | -0.1 | -9 | -13 | 4
CC(NCc1cccc(OCc2ccccc2)c1)C(O)c1ccccc1 (stereo unspecified) | 10 | 8 | -11 | 10 | -1 | 2.9 | 3 | -3 | 3

Further structures.
SMILES | M4 ag | CHRM5 agonist | M4 PAM | CHRM5 antagonist | CHRM5 PAM | CHO-K1 Ca ag | M1 PAM parental | CHO-K1 Ca antag | M4 antag
Cc1ccc(COC(=O)CCCN=C2NS(=O)(=O)c3ccccc32)cc1 | 9 | 7 | 1 | 7 | -4 | 7.8 | 6 | 13 | 2
Cc1ccc(-c2[nH]c(-c3ccc(C(=O)O)cc3)nc2-c2ccccc2)cc1 | 0 | 1 | 3 | 4 | 2 | 0.0 | 6 | -6 | -8
CC(N)C12CC3CC(C1)CC(C(C)N)(C3)C2 (stereo unspecified) | 1 | -4 | 1 | 2 | 6 | 0.1 | 16 | -5 | 1
CC(C)(C)C(=O)Nc1ccccc1C(=O)N1CCCC1 | 0 | -5 | -3 | 4 | -5 | -0.2 | -3 | 0 | 8
O=C(NC1CCCCCC1)C(=S)NCc1ccccc1 | 3 | 1 | 5 | 8 | -1 | 0.8 | 5 | -13 | -6
CCNc1nc(NCC)nc(SCCOc2ccc(C)cc2)n1 | 5 | 0 | -2 | 5 | -2 | 4.8 | 26 | -6 | 10
O=C(CSc1nc2ccccc2c(=O)[nH]1)Nc1ccc([N+](=O)[O-])cc1 | 3 | -2 | 2 | 9 | 7 | -0.6 | 14 | -10 | -11
O=C(NCc1ccco1)C12CC3CC(C1)CC(C(=O)NCc1ccco1)(C3)C2 | 0 | -1 | 0 | -16 | 0 | -0.6 | 6 | -6 | 10
COc1ccc(-c2nnc(SCc3csc(N)n3)n2C)cc1 | 1 | 0 | 8 | 0 | -6 | -0.1 | 7 | -31 | -19
COc1ccc(-c2csc(N(CCCN(C)C)C(=O)c3ccc(OC)c(OC)c3)n2)cc1 | 3 | 0 | 8 | 7 | -1 | 0.6 | 17 | 3 | -8
COc1ccc(N(CC(=O)N2CCc3ccccc3C2)S(C)(=O)=O)cc1OC | 0 | 0 | -10 | 8 | -3 | -0.4 | -5 | 16 | 15
C=CCn1c(=O)[nH]c2nc3cc(N=CN(C)C)c(C)cc3nc2c1=O | 2 | 4 | 4 | 8 | -3 | 1.7 | 10 | -7 | -5
CC(C)C1N(C(=O)N(C)C)CCN1S(=O)(=O)c1ccccc1 (stereo unspecified) | 1 | -1 | -1 | 4 | 4 | -0.1 | 26 | 3 | 18
CC(C)c1ccc(NC(=S)NCc2ccc3c(c2)OCO3)cc1 | 5 | -11 | 0 | -2 | -4 | 2.1 | 6 | -7 | -12
O=C1NC[C@H](CCCCN2C[C@H](Cc3ccccc3)N(CCc3ccccc3)C(=O)C2=O)N(CCC2CCCCC2)C1=O | -1 | -8 | -2 | -11 | 10 | 0.2 | 16 | -17 | -3
CC(=O)c1ccc(S(=O)(=O)N2CCN(C(=O)C3CCCC3)CC2)cc1 | 1 | -3 | -1 | 11 | -5 | 1.2 | -2 | -3 | -2
Cc1ccsc1/C=C1\Oc2cc(O)ccc2C1=O | 14 | 8 | 5 | 1 | -8 | 8.7 | 10 | -6 | -3
COc1ccc2[nH]c(=O)c(CN(CC3CCCO3)C(=O)Nc3ccccc3OC)cc2c1 (stereo unspecified) | 12 | 5 | -6 | 12 | -14 | 5.3 | 7 | 9 | -10
CCOC(=O)COc1nc(-c2ccco2)cc(-c2ccco2)c1C#N | -1 | -5 | -4 | -5 | 6 | 0.3 | 19 | -12 | -9
CC(C)NC(=O)C1CCN(C2CCN(C(=O)C3=CCCC3)CC2)CC1 | 1 | -2 | 6 | -4 | 3 | 1.1 | 22 | -3 | -8
COc1ccc(C(C)n2c(C)c3c(C)nnc(C)c3c2C)cc1 (stereo unspecified) | 0 | -6 | 4 | -11 | 3 | -0.3 | 10 | 0 | 0
O=C(CCCOc1ccccc1)N1CCN(S(=O)(=O)c2cccs2)CC1 | 6 | 3 | -4 | 2 | -9 | 5.2 | 6 | -2 | 6
COc1ccc(CCNC2CCc3ccccc3C2)cc1 (stereo unspecified) | 3 | -16 | -6 | -10 | -8 | 1.2 | 9 | 1 | -4
Cc1ccc(C(=O)/C=C/NCc2ccc(F)cc2)cc1 | 2 | -1 | 5 | 6 | 0 | 0.0 | -6 | 25* | -12
Cc1cccc(CSc2nc3c(c(=O)[nH]2)CCCC3)c1 | -1 | -1 | 2 | 6 | 0 | 0.2 | 12 | -8 | 1
Nc1nnc(SCC(=O)NNC(=O)c2ccccc2F)s1 | 1 | 1 | 1 | -6 | 5 | 1.1 | 9 | -13 | -20
NC(=O)COc1ccc(=O)n(-c2ccccc2)n1 | -1 | -1 | -2 | 1 | -6 | 0.1 | 5 | 8 | -31
Cc1csc(-c2cnn(-c3ccccc3)c2NC(=O)c2ccccc2)n1 | 8 | 1 | -5 | 1 | -10 | 2.1 | 12 | -7 | -13
Cc1nn(C(C)C(=O)O)c(C)c1[N+](=O)[O-] (stereo unspecified) | 1 | -3 | 18 | 2 | -5 | 0.7 | 8 | -2 | -12
CCOc1cc(NC(=S)N2CCC(C(N)=O)CC2)c(C(=O)OC)cc1OCC | 1 | 3 | 3 | 3 | 8 | -0.1 | -19 | 2 | 4
Cc1ccc(Nc2ccc(C(F)(F)F)cc2[N+](=O)[O-])cc1 | 1 | -2 | 3 | 2 | 3 | -0.5 | -2 | 11 | -14
Cc1sc2nc(SCc3ccc(C(=O)O)cc3)n(Cc3ccco3)c(=O)c2c1C | -2 | -5 | 14 | -2 | 13 | -0.6 | -17 | 3 | 8
Cc1ccc(CNC(=O)CSCc2ccccc2F)cc1 | -1 | -7 | -4 | 7 | 2 | 0.0 | -7 | -11 | 7
CCn1cc(C(=O)N2CCN(c3ccc(OC)cc3)CC2)c2cc(OC)c(OC)cc2c1=O | 1 | -1 | -5 | 3 | 0 | 0.4 | 3 | -17 | 6
C[C@H](NC(=O)[C@@H]1CCCN1C(=O)[C@@H]1CCCN1C(=O)c1ccc(Cl)cc1)c1ccccc1 | 0 | -2 | 3 | -2 | -1 | -0.1 | 16 | -14 | -3
Cn1c(=O)c2[nH]c(CCCCc3nc4ccccc4[nH]3)nc2n(C)c1=O | 7 | 0 | 0 | 10 | 0 | 0.1 | -7 | -7 | 0
CCc1ccc(C(O)c2ncc(-c3cccc4ccccc34)[nH]2)cc1 (stereo unspecified) | 3 | 0 | 3 | 4 | 0 | 0.2 | -15 | 18 | -8
O=C(O)c1ccnc(Cl)c1 | 0 | -1 | -2 | 11 | -7 | 0.7 | 13 | -7 | 13

Compound profiles, as listed above.
Cn1c(=O)c2[nH]c(CCCCc3nc4ccccc4[nH]3)nc2n(C)c1=O across the screens: M4 ag: 7; CHRM5 agonist: 0; M4 PAM: 0; CHRM5 antagonist: 10; CHRM5 PAM: 0; CHO-K1 Ca ag: 0.1; M1 PAM parental: -7; CHO-K1 Ca antag: -7; M4 antag: 0
O=C(O)c1ccnc(Cl)c1 across the screens: M4 ag: 0; CHRM5 agonist: -1; M4 PAM: -2; CHRM5 antagonist: 11; CHRM5 PAM: -7; CHO-K1 Ca ag: 0.7; M1 PAM parental: 13; CHO-K1 Ca antag: -7; M4 antag: 13

Source: PubChem
